ST2 IL33 inh – IL1RL1 inhibition. Q01638. AlphaLISA ST2-Fc/biotin-IL-33 interaction, 1 h. inhibition, % for hits at 17 µM. 2.3% of 78,000 active. AID 1259354; in the data active = inhibition above about 30%; inconclusive = mostly about 10% to 28%
Target sequence (Q01638 whole entry, looked up): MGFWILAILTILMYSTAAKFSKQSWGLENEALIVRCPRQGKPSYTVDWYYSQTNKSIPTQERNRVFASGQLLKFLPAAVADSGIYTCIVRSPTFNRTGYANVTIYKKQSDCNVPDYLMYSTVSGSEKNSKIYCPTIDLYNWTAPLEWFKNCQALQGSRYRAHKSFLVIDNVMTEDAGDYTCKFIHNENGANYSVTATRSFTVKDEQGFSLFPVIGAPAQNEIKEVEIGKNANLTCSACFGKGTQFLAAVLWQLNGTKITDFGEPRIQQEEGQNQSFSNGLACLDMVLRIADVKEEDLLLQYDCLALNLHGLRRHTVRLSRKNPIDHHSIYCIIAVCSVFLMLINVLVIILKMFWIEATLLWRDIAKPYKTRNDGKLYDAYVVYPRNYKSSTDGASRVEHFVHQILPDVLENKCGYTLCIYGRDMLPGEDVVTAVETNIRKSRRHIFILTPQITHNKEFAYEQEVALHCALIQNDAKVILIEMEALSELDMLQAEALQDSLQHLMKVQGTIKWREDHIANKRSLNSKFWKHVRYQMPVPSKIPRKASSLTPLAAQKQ
Calls only; i = inactive; ? = inconclusive. This is a subset; the hit share may differ from the screen's.

nr	Molecule	ST2 IL33 inh
1	CN1C(=O)C2(CCCN(C(=O)C(=O)Nc3cccc(F)c3)C2)c2ccccc21 (stereo unspecified)	i
2	C=C[C@](C)(O)CC[C@H]1C(C)=CC(=O)[C@H]2C(C)(C)CCC[C@]12C	?
3	Cc1ccc(C(=O)Nc2cccc(I)c2)cc1C	i
4	COc1ccc(Cl)cc1NC(=O)Cc1ccc(F)cc1	i
5	O=[N+]([O-])c1nn(-c2ccccc2)n(O)c1=NC1CCN(Cc2ccccc2)CC1	i
6	c1ccc(OCCCn2cnc3ccccc32)cc1	i
7	C=CCNC(=O)N[C@H]1C[C@H]2C(=O)Nc3cc(Cl)ccc3C(=O)N2C1	?
8	CN(CC1CCCCO1)C(=O)c1cn(C2CCCCCC2)nn1 (stereo unspecified)	i
9	COc1ccc(C2C3=C(CCCC3=O)Nc3nc(SCc4ccccc4)[nH]c(=O)c32)cc1 (stereo unspecified)	i
10	COc1cccc(-c2noc3c2CN(C(=O)Cc2cccs2)CC3)c1	i
11	Cc1nn(C)c(C)c1CCC(=O)N(Cc1ccc2c(c1)OCO2)C(C)C	i
12	Cn1cnc2cc(NCc3ccccc3Cl)ccc21	i

Brought forward from above: four entries, then new ones.
nr	Molecule	ST2 IL33 inh
9	COc1ccc(C2C3=C(CCCC3=O)Nc3nc(SCc4ccccc4)[nH]c(=O)c32)cc1 (stereo unspecified)	i
10	COc1cccc(-c2noc3c2CN(C(=O)Cc2cccs2)CC3)c1	i
11	Cc1nn(C)c(C)c1CCC(=O)N(Cc1ccc2c(c1)OCO2)C(C)C	i
12	Cn1cnc2cc(NCc3ccccc3Cl)ccc21	i
13	COC(=O)C1C(=O)C2=C(CC1C)NC(C)=C(C(=O)OC(C)C)C2c1ccc(C)s1 (stereo unspecified)	i
14	CCn1c(C)nnc1SCCn1cnc(-c2ccccc2)c1-c1cnn(C)c1	i
15	Cc1cccc(CSc2nc3n(n2)C(c2ccc(F)cc2)C2=C(CCCC2=O)N3)c1 (stereo unspecified)	i
16	Cc1ccc(N2C(=O)c3cccc4cccc(c34)C2=O)c(C)c1	i
17	Cc1ccc([N+](=O)[O-])cc1N=Cc1ccc([N+](=O)[O-])o1	?
18	Cc1cc(/C=C(\C#N)C(=O)NC2CCCCC2)c(C)n1-c1ccc(F)cc1	i
19	CC(C)CN1C(=O)c2ccc(C(=O)Nc3c[nH]c(=O)[nH]c3=O)cc2C1=O	?
20	Cc1ccc(C(=O)Nc2ccccn2)cc1S(=O)(=O)N1CCCCC1	i
21	CC1CCC(NC(=O)c2cc(-c3cccnc3)nc3ccccc23)CC1 (stereo unspecified)	i
22	NS(=O)(=O)c1ccc(CCn2cnnc2)cc1	i
23	CCCCCC(=O)Nc1nnc(Cc2ccc(OC)c(OC)c2)s1	i
24	Cc1cc(C)c2c(CC(=O)N3CCCC4(CNC(=O)O4)C3)coc2c1C (stereo unspecified)	i

Some of these compounds in order of heavy-atom count, lowest first.
nr	Molecule	ST2 IL33 inh
17	Cc1ccc([N+](=O)[O-])cc1N=Cc1ccc([N+](=O)[O-])o1	?
23	CCCCCC(=O)Nc1nnc(Cc2ccc(OC)c(OC)c2)s1	i
21	CC1CCC(NC(=O)c2cc(-c3cccnc3)nc3ccccc23)CC1 (stereo unspecified)	i
15	Cc1cccc(CSc2nc3n(n2)C(c2ccc(F)cc2)C2=C(CCCC2=O)N3)c1 (stereo unspecified)	i

New compounds follow.
nr	Molecule	ST2 IL33 inh
25	O=C(C1CC=CCC1)N1CCc2ccc(NC(=O)C3(c4ccccc4)CC3)cc2C1 (stereo unspecified)	?
26	O=C(NCCCN1CCOCC1)C1C2C=CC3(CN(Cc4cccs4)C(=O)C13)O2 (stereo unspecified)	?
27	Cc1ccccc1C(=O)N1CCN=C1SCc1ccccc1F	?
28	CC1OC(O[C@H]2CC[C@@]3(C)C(CC[C@]4(C)C3CC=C3C5CC(C)(C)CC[C@]5(C(=O)OC5OC(CO)C(OC6OCC(O)C(O)C6O)C(O)C5O)CC[C@]34C)C2(C)C)C(O)C(O)C1OC1OC(CO)C(O)C(OC2OC(CO)C(O)C(O)C2O)C1O (stereo partly specified)	i
29	CC1(C)CC(NC(=O)C(C)(C)Oc2ccc(Cl)cc2)CC(C)(C)N1	i
30	COc1cc(Cl)cc(C(=O)N2CCC(O)(CN(C)C)C2)c1 (stereo unspecified)	?
31	Cc1ccc2nc([C@H]3CCN(C(=O)c4cnccn4)C3)[nH]c2c1	i
32	COc1cc(Br)c(Br)c(C=Nc2c(C)cccc2O)c1O	i
33	CC(NC(=O)c1ccccc1OCC(=O)NC12CC3CC(CC(C3)C1)C2)c1ccccc1 (stereo unspecified)	i
34	Cc1c(C(=O)O)sc2ncnc(N3CCN(c4ccccc4F)CC3)c12	i
35	Cc1cc([N+](=O)[O-])nn1CCCC(=O)Nc1sc2c(c1C(N)=O)CCC(C)C2 (stereo unspecified)	i
36	NC(=O)c1ccccc1NC(=O)CCC1CCCCC1	i

Continued; it opens with the 4 that closed the last part.
nr	Molecule	ST2 IL33 inh
33	CC(NC(=O)c1ccccc1OCC(=O)NC12CC3CC(CC(C3)C1)C2)c1ccccc1 (stereo unspecified)	i
34	Cc1c(C(=O)O)sc2ncnc(N3CCN(c4ccccc4F)CC3)c12	i
35	Cc1cc([N+](=O)[O-])nn1CCCC(=O)Nc1sc2c(c1C(N)=O)CCC(C)C2 (stereo unspecified)	i
36	NC(=O)c1ccccc1NC(=O)CCC1CCCCC1	i
37	COc1ccc(-c2cc3c(n(C)c2=O)CCN(C(=O)C2Cc4ccccc4O2)C3)c2ccc(C)nc12 (stereo unspecified)	i
38	CCN(CCCNC(=O)c1cc(-c2ccncc2)nc2ccccc12)c1ccccc1	?
39	COc1cccc2ccc(/C=C/c3ccc4c(c3)OCO4)nc12	i
40	CC1(C)CCCC2=C1CC1C(=O)NN(c3ccccc3)C(=O)C1C2 (stereo unspecified)	i
41	O=C(c1ccccc1)N1CCN(c2ccc([N+](=O)[O-])cc2Cl)CC1	?
42	Nc1cc(=O)[nH]c2nnc(SCc3ccc(Cl)cc3Cl)n12	i
43	COC(=O)[C@@H]1C[C@H](NC(=O)C2(Nc3ccc(C)cc3)CCCC2)CN1C	i
44	O=C(c1ccc2c(c1)OCCO2)N1CCOC(CCc2ccccc2)C1 (stereo unspecified)	i
45	O=C(Nc1c(-c2cccs2)nc2ccccn12)c1cccc(F)c1	i
46	CC1(C)CC1C(=O)Nc1ccccc1[N+](=O)[O-] (stereo unspecified)	i
47	CCCn1ncc(C(=O)N2CCCC(C(=O)c3nccn3C)C2)c1C (stereo unspecified)	i
48	COc1cc(-c2ccc(C(C)N3CCOCC3)cc2)cc2cc(C(=O)O)oc12 (stereo unspecified)	i
49	Cc1ccc(NS(=O)(=O)c2ccc(F)cc2)cc1Cl	i
50	Cc1nnc(NC(=O)CSc2nc3c([nH]c4ccccc43)c(=O)n2-c2ccccc2)s1	i
51	CC1CCN(c2nc3c(c(=O)n(C)c(=O)n3C)n2Cc2cccc(Br)c2)CC1	i
52	CCOc1ccccc1N=Cc1c(O)n(-c2ccccc2C)c(=O)c2ccccc12	i
53	CCN(CC)Cc1cnc2c(C(=O)N3CCC(c4ccccc4)CC3)cnn2c1	?
54	O=C(NCCc1nc2cccnc2n1C1CCCCC1)Nc1ccc2c(c1)OCCO2	i
55	Cc1nnc(NC(=O)CSc2nc3c(c(=O)n2-c2ccccc2)SCC3)s1	?
56	CC(=O)C1=C(C)Nc2ncnn2C1c1cccc(Br)c1 (stereo unspecified)	i
57	CCCC(C)C(=O)N(C)c1ccccc1 (stereo unspecified)	?
58	Cc1cccn2c(=O)c3cc(C(=O)NCCCOC(C)C)n(C)c3nc12	i
59	CC1(C)C(C=C(Cl)Cl)C1C(=O)Nc1ccc(S(=O)(=O)Nc2ncccn2)cc1 (stereo unspecified)	i
60	Cc1ccccc1Cn1c(NCc2ccccc2)nc2c1c(=O)n(C)c(=O)n2C	i
61	O=c1cc(C(F)F)oc2ccc([N+](=O)[O-])cc12	i
62	Cc1ccc(C2CC(=O)C3=C(C2)Nc2ccccc2NC3c2ccc(F)cc2)cc1 (stereo unspecified)	?
63	C=CCN1C(=O)/C(=C\c2ccccc2O)SC1=Nc1ccccc1	?
64	Cc1nc2c(C(=O)N3CCCCC3)c[nH]n2c(=O)c1Cc1ccc(Cl)cc1	?
65	O=C(O)c1cccc(S(=O)(=O)c2ccc3c(c2)C(=O)N(c2cccnc2)C3=O)c1	i
66	O=C(Nc1ccc2[nH]c(=O)nc(-c3ccccc3)c2c1)C(F)(F)F	i
67	COc1ccc(Oc2ccc3[nH]c4c(c3c2)CCCC4=NCCO)cc1	?
68	O=S1(=O)CCC=C1c1ccccc1CN1CCOCC1	?
69	Cc1ccccc1OCC(=O)Nc1ncc(Cc2ccc(F)cc2)s1	i
70	O=c1c2sccc2n(Cc2cc(=O)n3cc(Cl)ccc3n2)c(=O)n1-c1ccccc1	i
71	Nc1cccc(-n2ccnc2-c2ccccn2)n1	i
72	O=C(CN1CCOc2ccccc2C1)N[C@@H]1c2ccccc2C[C@@H]1O	i

Random excerpt: seven entries already listed.
nr	Molecule	ST2 IL33 inh
67	COc1ccc(Oc2ccc3[nH]c4c(c3c2)CCCC4=NCCO)cc1	?
68	O=S1(=O)CCC=C1c1ccccc1CN1CCOCC1	?
62	Cc1ccc(C2CC(=O)C3=C(C2)Nc2ccccc2NC3c2ccc(F)cc2)cc1 (stereo unspecified)	?
64	Cc1nc2c(C(=O)N3CCCCC3)c[nH]n2c(=O)c1Cc1ccc(Cl)cc1	?
71	Nc1cccc(-n2ccnc2-c2ccccn2)n1	i
65	O=C(O)c1cccc(S(=O)(=O)c2ccc3c(c2)C(=O)N(c2cccnc2)C3=O)c1	i
66	O=C(Nc1ccc2[nH]c(=O)nc(-c3ccccc3)c2c1)C(F)(F)F	i

The listing continues:
nr	Molecule	ST2 IL33 inh
73	Cc1cccc(C)c1NC(=O)COc1ccc(Cl)cc1	i
74	CN1CCCN(Cc2ccc(N(C)C)cc2)CC1	?
75	CN1CCN(CC(=O)Nc2cc(N(C)C)nc3ccccc23)CC1	i
76	Cc1ccc(C(=O)Nc2nnc(CCS(=O)(=O)c3ccc(Cl)cc3)s2)cc1	i

Screening results (PubChem BioAssay)
